Compound activity from PubChem BioAssay.
Tb PFK block: blocks T. brucei phosphofructokinase; Potency, µM (doses to about 57.5 µM), for the others: top-dose activity, negative = inhibition, hits mostly inhibitors; 0.17% of 330,000 active; T. brucei PFK, ADP-Glo luminescence; O15648;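 also: potency is read from the fitted curve at half-maximal effect; 0% = uninhibited 1x PFK enzyme wells and -100% = no-enzyme wells; nearly all actives have a fitted effect of over 60% in size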
Target sequence (O15648 whole entry, looked up): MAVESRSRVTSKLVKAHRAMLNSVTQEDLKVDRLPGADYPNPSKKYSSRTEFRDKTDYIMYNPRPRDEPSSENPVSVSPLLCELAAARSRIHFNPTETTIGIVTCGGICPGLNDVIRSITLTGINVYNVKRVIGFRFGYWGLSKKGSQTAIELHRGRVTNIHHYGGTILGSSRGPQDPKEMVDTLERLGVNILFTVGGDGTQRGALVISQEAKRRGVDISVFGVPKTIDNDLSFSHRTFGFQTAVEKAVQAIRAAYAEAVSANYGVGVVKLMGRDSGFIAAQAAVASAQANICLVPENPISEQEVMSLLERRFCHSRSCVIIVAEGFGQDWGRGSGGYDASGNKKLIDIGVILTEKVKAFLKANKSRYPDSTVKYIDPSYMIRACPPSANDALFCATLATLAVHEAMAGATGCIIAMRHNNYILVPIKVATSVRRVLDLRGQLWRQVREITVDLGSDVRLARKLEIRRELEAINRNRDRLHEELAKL
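Compounds were pin-transferred as a titration series up to 57 uM into substrate buffer (0.5 mM F6P, 0.1 mM ATP, pH 8.0), then 1.25 nM PFK was added and reactions ran 45 min before ADP-Glo detection.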
GALK inhibitor: galactokinase (human) inhibition; P51570; Purified GALK, Kinase-Glo residual ATP luminescence; Potency, µM (doses to about 57.5 µM), for the others: at the highest dose activity change, negative = inhibition, usual class: inhibitors; 0.007% of 270,000 active; AID 1868; also: potency is read from the fitted curve at half-maximal effect; % is scaled to controls: 0 for no effect and ±100 for the full control effect
Target sequence (P51570 whole entry, looked up): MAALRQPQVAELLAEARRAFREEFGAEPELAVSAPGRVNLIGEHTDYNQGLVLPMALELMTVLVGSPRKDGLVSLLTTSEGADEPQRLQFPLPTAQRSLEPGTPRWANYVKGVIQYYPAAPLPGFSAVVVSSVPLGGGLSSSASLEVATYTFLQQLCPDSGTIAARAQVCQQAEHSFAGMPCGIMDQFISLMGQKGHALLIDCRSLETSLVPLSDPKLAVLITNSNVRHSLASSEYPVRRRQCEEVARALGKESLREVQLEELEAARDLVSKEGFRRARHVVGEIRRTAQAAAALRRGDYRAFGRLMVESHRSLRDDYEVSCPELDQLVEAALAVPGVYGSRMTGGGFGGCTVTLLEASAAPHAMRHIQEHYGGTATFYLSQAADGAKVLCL
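5 nM enzyme, 35 uM ATP, 100 uM galactose, 20 mM HEPES pH8.0, 5 mM MgCl2; 1 h RT; residual ATP by Kinase-Glo Plus luminescence, qHTS format.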
CXXC DNA block: inhibitors of human MLL CXXC domain-DNA interaction; Q03164; 0.037% of 290,000 active; Potency, µM (series often up to 115 µM), inactives show at the top dose activity change, negative = inhibition, usual class: inhibitors; MLL-CXXC / FITC-HOXA9 DNA fluorescence polarization; active = well fitted inhibition curve with a large enough effect in the polarisation, with a control signal flat, not every such curve was filed as active; inconclusive = small, poorly fitted or top-dose-only effect, or effect the other way, or a change in a side signal; inactive = no such curve, though single readings can be large or run the other way; the % refers to the polarisation; also: potency is read from the fitted curve at half-maximal effect
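Purified MLL-CXXC (added from a 7 uM solution) was preincubated 5 min at ambient with pinned compounds in 50 mM Tris-HCl pH 7.5, 50 mM NaCl, 1 mM DTT, 0.05% BSA. Fluorescein-labeled HOX-A9 DNA (50 nM solution) followed, 30 min, then polarization read.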
BCR signal inh: blocks chronic active B-cell receptor signaling | 0.05% of 340,000 active | Potency, µM (series often up to 46.1 µM), without a hit: at the highest dose ratio change, negative = lower green/red ratio, actives largely listed as inhibitors | ABC-DLBCL IkBa-CBG/CBR reporter, luminescence ratio, 4 h | AID 493014; active = well fitted inhibition curve with a large enough effect in the signal ratio, with a control signal flat, not every such curve was filed as active; inconclusive = small, poorly fitted or top-dose-only effect, or effect the other way, or a change in a side signal; the % refers to the signal ratio;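 also: potency is read from the fitted curve at half-maximal effect; plate controls were basal doxycycline-induced cells for no effect and cells given 10 µM MG132 for full effect; MG132 reads +100%, hits lower the ratio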
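Cell line TMD8 (human ABC DLBCL), stably expressing tet-inducible CBG68-IkBa fusion and CBR; IMDM/0.5% FBS; cpd up to 46 uM; dox induction, 4 h, 37C/5% CO2; dual luminescence; green/red ratio; MG132 control.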
hERG WT inh: inhibitors of human wildtype KCNH2 potassium channel. AID 720551. Q12809. U2OS, BacMam KCNH2, thallium flux FluxOr; hits give low values. 0.37% of 340,000 active. activity change, % at 1.84 µM;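 active = maximum activity change below -70%; inconclusive = maximum activity change between -70% and -50%; inactive = maximum activity change above -50%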; also: % is scaled to controls: 0 for no effect and ±100 for the full control effect
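U2OS cells transduced with wild-type KCNH2 virus are loaded with FluxOr dye for 45 min, and thallium flux is measured in kinetic reads before and after stimulation buffer. Rate constants are normalized to DMSO controls.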
FBPA coupling cs: inhibits coupling enzyme system, counter-screen for aldolase hits; coupling enzyme system counterscreen, AmpLite Red fluorescence; activity change, negative = inhibition, % at 58.2 µM, hits read low; 0.67% of 290,000 active; AID 2472; in the data active = activity change below about -30%; also: % is scaled to controls: 0 for no effect and ±100 for the full control effect
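Counterscreen of the coupled detection system alone, without aldolase: glyceraldehyde-3-phosphate coupling enzymes plus AmpLite Red readout. Compounds at 57.5 uM final, 10 min RT preincubation, 20 min RT reaction, fluorescence 525/598 nm.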
Giardia kill: kills Giardia lamblia. activity change, % at 7.66 µM, hits read low. Giardia lamblia trophozoite viability. 0.15% of 340,000 active. AID 540267; in the data active = activity change below about -80%; inconclusive = between about -30% and that limit;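 also: parasites exposed to compound for two days anaerobically before the ATP read; % is scaled to controls: 0 for no effect and ±100 for the full control effect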
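Giardia lamblia trophozoites (100 cells/well) were incubated with compounds for 48 h at 37 deg C under anaerobic conditions. Viability was read as ATP content by one-step luminescence after 15-30 min at room temperature.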
A-T KAP1 phos: potential ataxia-telangiectasia treatment; […] A-T fibroblasts, KAP-1 phosphorylation AlphaLISA; neocarzinostatin DNA damage 30 min before lysis; Potency, µM (titrated, usually from 57.5 µM), for inactives: at the highest dose activation, usual class: activators; 0.19% of 320,000 active; also: potency is read from the fitted curve at half-maximal effect; % of control where 0% means no effect; nearly all actives have a fitted effect of over 45% in size
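ATM-like activity read as KAP-1 phosphorylation via AlphaLISA donor/acceptor antibody pairs after lysis and 6 hr at 25C. Cells were ATM-null patient fibroblasts ([…], hTERT), dosed 60 min, then exposed to the DSB inducer NCS for 30 min.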
TCR activator: T cell receptor activation | primary human leukocytes, anti-CD3, IL-2 HTRF, 48 h | Potency, µM (series often up to 9.22 µM), without a hit: at the top dose activation of IL-2 secretion, hits mostly activators | 330,000 tested, under 10 active; also: % of control where 0% means no effect
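Readout: HTRF IL-2, Eu-cryptate/d2 antibody pair, 320nm excitation, 665nm emission. Stimulus: a-CD3 beads, no co-stimulation. Cells: primary human leukocytes. Exposure: 48 hr with compound.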
TSHR antagonist: human thyrotropin receptor antagonism. P16473. TSHR-expressing cells, TSH-stimulated cAMP HTRF, 2 h; hits give low values. activity change, negative = inhibition, % at 11.5 µM. 0.2% of 330,000 active. AID 504810;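 active = activity change below a set negative limit, meaning inhibition stronger than a set level, cut at about -70% in these data; inconclusive = activity change between two set negative limits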; also: % is scaled to controls: 0 for no effect and ±100 for the full control effect
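TSHR-expressing cells were treated with compounds, then stimulated with TSH at EC80 (4nM final) for 2 hours at 37 deg C. Cellular cAMP was measured by HTRF competition between lysate cAMP and cAMP-d2 for a cryptate-labelled anti-cAMP antibody.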
Active calls of the source: *; u = inconclusive; x = no result given; [ ] = dose if it differs, or a comment. Unless noted, calls follow the shape of the dose curve; as a rule, active = well fitted curve in the direction sought with a large enough effect; inconclusive = small, poorly fitted or top-dose-only effect, or another doubt; inactive = no such curve, though single readings can be large; an effect the other way counts as inactive or inconclusive.

SMILES | Tb PFK block | GALK inhibitor | CXXC DNA block | BCR signal inh | hERG WT inh | FBPA coupling cs | Giardia kill | A-T KAP1 phos | TCR activator | TSHR antagonist
O=C(COc1ccc(Cl)cc1)Nc1ccc2oc(-c3ccncc3)nc2c1 | 1% | -4% | 18% | u | 12 | 2 | -26 | 3% | 1% | -18
CN(C)c1nccc(N(Cc2ccccc2)Cc2ccccc2)c1C#N | -4%[0.46 µM] | 4% | 2% | u | -2 | 0 | -5 | 11% | -12% | -1
CNS(=O)(=O)c1cccc(C(=O)OCC(=O)Nc2ccc(Cl)cc2F)c1 | 1% | -2% | 8% | 2% | 9 | 1 | -20 | 4% | -2% | 5
COc1cc(OC)cc(C(=O)NCC(=O)OCc2cc(=O)oc3cc(OC)ccc23)c1 | 2% | 5% | 8% | -3% | 3 | -1 | -18 | -6% | -3% | -3
CCN1CC2([N+](=O)[O-])CC=C(OC)C([N+](=O)[O-])(C1)C2 (stereo not given) | 14% | -2% | -4% | u | 3 | -1 | -9 | 2% | 2%[46.1 µM] | 2
CC(C)CC1NC(=O)c2ccccc2-n2c1nc1cc(F)ccc1c2=O (stereo not given) | 0% | x | x | u | x | x | x | 0% | x | 5
N#Cc1ccc(OCC(=O)Nc2nc(-c3ccncc3)cs2)cc1 | -2% | x | x | 0% | -1 | x | -5 | 17% | 1% | 1
NCCCCc1ccc2ccc3cccc4ccc1c2c34 | 9% | x | x | 10% | -7 | x | -3 | 6% | -6% | 24
Cc1nn(-c2ccccc2)c2c1C1(C(=O)Nc3ccccc31)N1C(=N2)Sc2ccccc21 (stereo not given) | 0% | 0% | -1% | -3% | -1 | 1 | -3 | -8% | 0% | -2
CCN(CC)CCCN=Cc1c(O)n(-c2ccc(C)cc2)c(=O)c2ccccc12 | 0% | 1% | 9% | -4% | 3 | -1 | 42[activator] | -9% | -26% | -3
Cc1nc(CS(=O)(=O)c2ccc(Cl)cc2)cc(Sc2ccc(Cl)cc2)n1 | 0% | 1% | 2% | u | -2 | -5 | -10 | 14% | 2% | -10
Cc1ccc(NC(=O)CCn2nc(C)cc2C)c(C)c1 | 7% | -2% | 1% | 13% | 3 | 4 | 6 | 11% | -1% | -2
COc1cc2c(cc1NC(=O)C1CCCO1)oc1ccccc12 (stereo not given) | 7% | -1% | -4% | u | -1 | 0 | 0 | u | x | -23
Cc1ccc(-c2nc(CS(=O)(=O)CC(=O)NCCCN3CCN(C)CC3)c(C)o2)cc1 | 1% | 2% | -6% | 17% | -4 | 4 | 1 | 0% | -6% | 14
COc1ccc(S(=O)(=O)N2CCOC2CNC(=O)C(=O)NCCc2ccccc2OC)cc1C (stereo not given) | 1% | x | x | -7% | 9 | 1 | 2 | -2% | 1% | -7
CCN1C(=O)[C@H]2[C@H]3CN=C(SCc4ccc(C)cc4)N3[C@@](C)(C(=O)OC)[C@H]2C1=O | -5% | x | x | -1% | 5 | x | -21 | -23% | -3%[46.1 µM] | 7
CC(=O)Nc1ccc(NC(=O)C(C)Oc2ccccc2F)cc1 (stereo not given) | -1% | -4% | 0% | -8% | 2 | 0 | 10 | 15% | 0%[46.1 µM] | -8
O=C(NC1CCSC1=O)c1ccccc1 (stereo not given) | 1% | x | 1% | -6% | -4 | -2 | 3 | -4% | x | 4
CC12CCC(=O)N1C(C(=O)Nc1ccc(F)c(F)c1F)CS2 (stereo not given) | -5% | x | x | -7% | -8 | x | 11 | -1% | -5% | 10
CN(Cc1ccccc1)C(=O)c1cccnc1 | -6% | 0% | 1% | -4% | -11 | 1 | 1 | 4% | 9% | 4
N#Cc1ccc(CSc2ccc(S(=O)(=O)N3CCCC3)cn2)cc1 | -7% | x | x | 7% | 2 | x | 3 | 9% | -41% | -18
COc1ccc(C2CC(c3ccc(Br)cc3)Nc3nc(N)nn32)cc1 (stereo not given) | 1% | 4% | 15% | 0% | 3 | 2 | 20 | 2% | 4% | 2
O=C(Nc1ccccc1O)c1ccc([N+](=O)[O-])cc1 | 0% | -9% | -8% | u | 16 | 0 | u | 8% | -2% | 26
CCOC(=O)c1cc2c(ccc3nc(C)c(C)c32)[nH]c1C | -1% | x | 19% | -2% | 3 | -1 | -23 | 22% | -2% | -10
CN1C(=S)SC(/[N+]([O-])=C\c2cccs2)C1(C)C (stereo not given) | 0% | 6% | -2% | 2% | 2 | -3 | 12 | 1% | -1% | 1
COc1ccc(Oc2nc(SC)nc3ccccc23)cc1 | -3% | 1% | -4% | 3% | 9 | 3 | -14 | 0% | 0% | -2
COc1ccc(CCNS(=O)(=O)CCNC(=O)c2ccccc2)cc1 | -11% | x | x | -6% | 4 | x | 9 | -19% | -38% | 2
Cn1c(=O)c2c(ncn2CC(=O)OCC(=O)Nc2ccccc2Cl)n(C)c1=O | 0% | 0% | -9% | -10% | -1 | 0 | -12 | 4% | 1%[46.1 µM] | 10
COc1ccc(NC(=O)/C(C#N)=C/c2ccc(OCCN3CCOCC3)c(OC)c2)c(OC)c1 | -2% | 1% | 8% | 2% | -3 | x | -3 | -2% | 3% | -4
C=CS(=O)(=O)c1sc(Cl)c(N2CCOCC2)c1[N+](=O)[O-] | -16% | -5% | 11% | u | 0 | 7 | 3 | u | 3% | u
CCCc1cc(=O)[nH]c(-n2[nH]c3c(c2=O)CCCC3)n1 | -20% | 0% | -11% | u | -12 | -15 | 9 | 9% | 4% | 0
CCOc1ccccc1OCCN1CCCC1 | 0% | -1% | 5% | 1% | 7 | -1 | 3 | 4% | x | -8
C/C(CC(=O)NCc1ccc(Cl)cc1)=N\NC(=O)c1ccccc1F | -8% | 3% | 5% | u | 14 | 1 | -10 | 1% | -6% | 2
CC(=O)Nc1ccc(N(C(=O)c2ccccn2)C(C(=O)NC2CCCCC2)c2ccc(F)cc2)cc1 (stereo not given) | 2% | -1% | 1% | 2% | -6 | -2 | 21 | 3% | -4% | -1
Cc1nc2nc[nH]n2c(=O)c1NC(=O)c1c(-c2ccccc2Cl)noc1C | -22% | 0% | 6% | 8% | -4 | 5 | -17 | x | -5% | 11
CC/C(=C\C1CCCCC1)C(NP(=O)(c1ccccc1)c1ccccc1)c1ccccc1 (stereo not given) | -2% | x | 0% | 0% | x | -2 | -1 | -13% | -4% | -21
COc1ccccc1C1C(C(N)=O)=C(C)Nc2nc(-c3ccccc3Cl)nn21 (stereo not given) | 2% | 0% | -9% | -4% | 3 | -3 | 11 | 6% | -1% | 5
CCOC(=O)c1[nH]c(C)c(C(=O)OCCN2C(=O)c3ccccc3C2=O)c1C | -5% | -1% | -18% | 2% | -1 | -4 | 3 | x | 0% | -1
CN(CC(=O)Nc1ccc(F)c(F)c1F)C(=O)C1CCCC1 | 1% | x | x | -1% | 3 | x | -16 | -17% | -3% | -8
COc1cc(OC)cc(-c2nnc(SCc3ccc(C(=O)O)cc3)o2)c1 | 3% | -5% | -22% | -11% | 4 | 11 | -4 | 34% | x | -18
C=CCOc1cccc(C(=O)N2CCCC(Nc3ccc4c(c3)OCCO4)C2)c1 (stereo not given) | 1% | -1% | 2% | -4% | -7 | x | 40[activator] | -3% | 3% | -4
Cc1ccc2sc(-c3ccc(NC(=O)CCN4C(=O)c5ccccc5C4=O)cc3)nc2c1 | -5% | -2% | 15% | u | x | 3 | x | 9% | -4%[46.1 µM] | 22
CC(=O)c1ccc(NC(=O)CN(c2c(C)cccc2C)S(C)(=O)=O)cc1 | 1% | 6% | -2% | 0% | 0 | 2 | -8 | -6% | -6% | 3
COc1ccc(CN2CC(C(=O)NCCCN3CCCC(C)C3)CC2=O)cc1 (stereo not given) | 1% | -5% | -3% | 3% | 2 | 0 | 4 | 6% | 3% | -4
Cc1cc2cc(CCNS(=O)(=O)c3ccc(F)cc3)c(=O)[nH]c2cc1C | 11% | 0% | -17% | -15% | -6 | 1 | -7 | -6% | 3% | 30
CCn1c(SCC(N)=O)nnc1C(C)C | 5% | 1% | -2% | 0% | 3 | 2 | -3 | -3% | -10% | 10
CN1CCN(C(=O)CCNC(=O)Cn2ccc3ccccc3c2=O)CC1 | 5% | -1% | -10% | u | -2 | 2 | -19 | x | x | -7

Among those listed so far, these have a thiophene ring, fused or not.
SMILES | Tb PFK block | GALK inhibitor | CXXC DNA block | BCR signal inh | hERG WT inh | FBPA coupling cs | Giardia kill | A-T KAP1 phos | TCR activator | TSHR antagonist
CN1C(=S)SC(/[N+]([O-])=C\c2cccs2)C1(C)C (stereo not given) | 0% | 6% | -2% | 2% | 2 | -3 | 12 | 1% | -1% | 1
C=CS(=O)(=O)c1sc(Cl)c(N2CCOCC2)c1[N+](=O)[O-] | -16% | -5% | 11% | u | 0 | 7 | 3 | u | 3% | u
